Source: PubChem BioAssay
TEAD-YAP inh: TEAD-YAP interaction inhibition; HEK-TIYL cells, TEAD-Gal4/YAP UAS-luciferase luminescence; actives 1.4% (n = 640,000); inhibition, % at 9.12 µM; in the data active means inhibition above about 32%;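 further: 0% = median of test compound wells and 100% = reference inhibitor wells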
GPR151 activ: activates the human receptor GPR151 | PathHunter beta-arrestin GPR151 cells, luminescence | activation, % at 11.2 µM | actives 1% (n = 650,000) | Q8TDV0; in the data active means activation above about 4.9%;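 further: 0% = median of compound wells and 100% = cells with positive control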
Target sequence (Q8TDV0 whole entry, looked up): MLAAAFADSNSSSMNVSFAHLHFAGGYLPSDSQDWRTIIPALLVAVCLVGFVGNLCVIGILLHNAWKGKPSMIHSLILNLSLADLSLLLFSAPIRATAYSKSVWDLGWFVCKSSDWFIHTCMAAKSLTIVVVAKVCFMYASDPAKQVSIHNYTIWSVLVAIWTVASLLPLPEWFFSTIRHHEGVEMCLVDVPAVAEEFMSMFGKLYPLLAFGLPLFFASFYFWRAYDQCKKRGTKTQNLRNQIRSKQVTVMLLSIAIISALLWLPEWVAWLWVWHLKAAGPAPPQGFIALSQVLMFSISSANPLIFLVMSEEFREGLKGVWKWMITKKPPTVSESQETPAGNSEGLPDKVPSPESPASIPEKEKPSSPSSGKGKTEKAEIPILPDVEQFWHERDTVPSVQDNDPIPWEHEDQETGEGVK
FBW7 act: human FBW7 E3 ligase activation, primary screen; AlphaScreen FBW7–phospho-cyclin E peptide binding, activator screen; normalized activity (activation), % at 26.1 µM; actives 0.13% (n = 650,000); AID 1259310; in the data active means normalized activity above about 1.9%;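 further: purified mutant Fbw7 with reduced substrate affinity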
Target sequence (Q969H0 whole entry, looked up): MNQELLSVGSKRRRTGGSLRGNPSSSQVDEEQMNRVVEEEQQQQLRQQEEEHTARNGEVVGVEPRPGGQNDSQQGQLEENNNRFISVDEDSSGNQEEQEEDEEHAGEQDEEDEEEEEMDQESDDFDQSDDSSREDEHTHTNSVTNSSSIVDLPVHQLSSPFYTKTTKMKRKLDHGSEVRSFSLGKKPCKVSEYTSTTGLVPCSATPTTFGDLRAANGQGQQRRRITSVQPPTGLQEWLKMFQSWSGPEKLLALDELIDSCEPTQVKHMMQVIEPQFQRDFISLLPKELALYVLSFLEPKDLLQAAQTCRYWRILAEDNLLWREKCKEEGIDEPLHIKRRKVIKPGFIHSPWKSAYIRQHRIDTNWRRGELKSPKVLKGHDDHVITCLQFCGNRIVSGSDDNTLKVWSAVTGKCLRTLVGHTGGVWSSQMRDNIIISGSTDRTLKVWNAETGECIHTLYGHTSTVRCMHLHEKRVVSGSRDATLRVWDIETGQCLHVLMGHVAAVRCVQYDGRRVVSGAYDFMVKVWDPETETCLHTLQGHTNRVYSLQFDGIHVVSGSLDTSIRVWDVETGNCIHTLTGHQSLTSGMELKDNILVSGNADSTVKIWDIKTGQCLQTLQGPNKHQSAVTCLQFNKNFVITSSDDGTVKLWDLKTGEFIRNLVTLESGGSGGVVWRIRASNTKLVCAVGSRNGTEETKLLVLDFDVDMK
MITF inh: blocks human microphthalmia-associated transcription factor; inhibition, % at 2.6 µM; AlphaScreen MITF homodimerization, bead proximity signal; O75030; actives 0.91% (n = 650,000); in the data active means inhibition above about 50%;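 further: 0% = vehicle wells with protein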
* hit, by the source's call; & = joins results of further samples.

Results for CCOc1ccc(C(=O)N2CCN(S(=O)(=O)c3cc4c5c(c3)CCC(=O)N5CCC4)CC2)cc1 ?
TEAD-YAP inh: 9; GPR151 activ: 0.1; FBW7 act: -0.2; MITF inh: -6

What do the screens show for `C[C@@H](N)c1ccc(C(=O)Nc2ccncc2)cc1`?
TEAD-YAP inh: 50*; GPR151 activ: 0.4; FBW7 act: 0.0; MITF inh: -3

What do the screens show for `COc1ccc(/C=C/C(=O)Nc2ccc(-n3nncc3C(C)(C)C)cc2)cc1OC`?
TEAD-YAP inh: -2; GPR151 activ: 1.3; FBW7 act: -0.3; MITF inh: -8

How did CC1CCC(Nc2cnn(C34CC5CC(CC(CC(=O)O)(C5)C3)C4)c(=O)c2Cl)CC1 (stereo unspecified) do in these assays?
TEAD-YAP inh: -11; GPR151 activ: 1.4; FBW7 act: -0.1; MITF inh: -14

What do the screens show for `COCCCNC(=O)c1cn(C)c(=O)c2c1c1ccccc1n2C`?
TEAD-YAP inh: 4; GPR151 activ: -0.5; FBW7 act: -0.2; MITF inh: 5

How did COc1ccc(N(Cc2cc(=O)[nH]c3ccccc23)C(=O)CCl)cc1 do in these assays?
TEAD-YAP inh: 3; GPR151 activ: 3.5; FBW7 act: -0.2; MITF inh: -3

What do the screens show for `COc1ccc(NC(=O)C(c2ccccc2)N2CCOCC2)cc1` (stereo unspecified)?
TEAD-YAP inh: 13; GPR151 activ: 0.2; FBW7 act: 0.3; MITF inh: 13

What do the screens show for `O=C(COC(=O)C1CCC(=O)N1)Nc1cccc([N+](=O)[O-])c1` (stereo unspecified)?
TEAD-YAP inh: -4; GPR151 activ: 0.1; FBW7 act: 0.1; MITF inh: 1

Results for O=c1c2ccccc2nc(/C=C/c2ccco2)n1Cc1ccccc1 ?
TEAD-YAP inh: -6; GPR151 activ: -0.9; FBW7 act: 0.0; MITF inh: -5

How did CC12CCC(C(=O)Oc3ccccc3)(OC1=O)C2(C)C (stereo unspecified) do in these assays?
TEAD-YAP inh: -2; GPR151 activ: -0.1; FBW7 act: 0.0; MITF inh: 15

Four compounds from above, sorted by count of non-hydrogen atoms, low to high:
What do the screens show for `C[C@@H](N)c1ccc(C(=O)Nc2ccncc2)cc1`?
TEAD-YAP inh: 50*; GPR151 activ: 0.4; FBW7 act: 0.0; MITF inh: -3

What do the screens show for `COc1ccc(NC(=O)C(c2ccccc2)N2CCOCC2)cc1` (stereo unspecified)?
TEAD-YAP inh: 13; GPR151 activ: 0.2; FBW7 act: 0.3; MITF inh: 13

Results for O=c1c2ccccc2nc(/C=C/c2ccco2)n1Cc1ccccc1 ?
TEAD-YAP inh: -6; GPR151 activ: -0.9; FBW7 act: 0.0; MITF inh: -5

How did CC1CCC(Nc2cnn(C34CC5CC(CC(CC(=O)O)(C5)C3)C4)c(=O)c2Cl)CC1 (stereo unspecified) do in these assays?
TEAD-YAP inh: -11; GPR151 activ: 1.4; FBW7 act: -0.1; MITF inh: -14

(further entries)
Results for CC1CCN(c2ccc(NC(=O)c3ncoc3-c3ccccc3F)cc2C(N)=O)CC1 ?
TEAD-YAP inh: 4; GPR151 activ: 0.6; FBW7 act: 0.2; MITF inh: -5

How did COc1ccc(CNC(=O)C2CCCN2S(=O)(=O)c2cccc3cccnc23)cc1 (stereo unspecified) do in these assays?
TEAD-YAP inh: -40; GPR151 activ: 0.5; FBW7 act: -0.1; MITF inh: 0

Results for CCN(CC)c1ccc(/C=C2/C(=O)NC(=S)N(Cc3ccco3)C2=O)c(OC)c1 ?
TEAD-YAP inh: 0; GPR151 activ: 0.9; FBW7 act: -0.9; MITF inh: 45

Results for Cc1ccsc1CN(C)C(=O)CCc1nnc(CCC2CCCCC2)o1 ?
TEAD-YAP inh: -73; GPR151 activ: -0.5; FBW7 act: -0.1; MITF inh: -10

What do the screens show for `N#Cc1ccccc1NC(=O)c1cc2ccccc2o1`?
TEAD-YAP inh: -33; GPR151 activ: -3.8; FBW7 act: 0.5; MITF inh: 15

Results for C=CCN(CC=C)C(=O)C(CC)c1ccccc1 (stereo unspecified) ?
TEAD-YAP inh: 5; GPR151 activ: 1.4; FBW7 act: -0.1; MITF inh: 11

Results for FC(F)(F)c1cccc(-c2ccc(C(=S)N3CCN(c4ccccc4)CC3)o2)c1 ?
TEAD-YAP inh: -1; GPR151 activ: 0.9; FBW7 act: 0.0; MITF inh: -7

Results for O=C(NCc1ccccc1)C(c1cccs1)N(Cc1cccs1)C(=O)c1cnccn1 (stereo unspecified) ?
TEAD-YAP inh: 6; GPR151 activ: -0.6; FBW7 act: 0.1; MITF inh: 18

Results for O=C1/C(=C\c2cccnc2)SC(=Nc2ccccc2)N1CCc1ccccc1 ?
TEAD-YAP inh: -13; GPR151 activ: -0.1; FBW7 act: 0.6; MITF inh: 18

Results for Cc1ccc(C(=O)N[C@H]2C[C@H]3C(=O)N[C@@H](CC(C)C)C(=O)N3C2)cc1F ?
TEAD-YAP inh: -4; GPR151 activ: -1.7; FBW7 act: 0.1; MITF inh: -3

Reprinted at random: 2 entries already listed, in no set order.
Results for C=CCN(CC=C)C(=O)C(CC)c1ccccc1 (stereo unspecified) ?
TEAD-YAP inh: 5; GPR151 activ: 1.4; FBW7 act: -0.1; MITF inh: 11

How did COc1ccc(CNC(=O)C2CCCN2S(=O)(=O)c2cccc3cccnc23)cc1 (stereo unspecified) do in these assays?
TEAD-YAP inh: -40; GPR151 activ: 0.5; FBW7 act: -0.1; MITF inh: 0

The list continues.
What do the screens show for `Cc1cc(C)cc(OCC(=O)NNC(=O)c2cc3ccccc3oc2=O)c1`?
TEAD-YAP inh: -8; GPR151 activ: 1.6; FBW7 act: 0.0; MITF inh: 12

How did CCCNc1nc(N2CCOCC2)ncc1C do in these assays?
TEAD-YAP inh: -8; GPR151 activ: -1.9; FBW7 act: 0.1; MITF inh: 5

Results for COc1cccc(C(=O)NCCc2nc3ccccc3[nH]2)c1 ?
TEAD-YAP inh: -10; GPR151 activ: -0.5; FBW7 act: 0.0; MITF inh: 16

Results for CCSCCOC(=O)C1=C(C)N(C)C(=O)NC1c1cc2c(cc1Br)OCO2 (stereo unspecified) ?
TEAD-YAP inh: 6; GPR151 activ: -0.1; FBW7 act: 0.3; MITF inh: 12

Results for CCOc1cc(-c2nc3sc4c(c3c(=O)[nH]2)CCCC4)ccc1OCCOc1cc(C)ccc1C(C)C ?
TEAD-YAP inh: -6; GPR151 activ: 0.0; FBW7 act: -0.1; MITF inh: -3

How did C=CCn1c(-c2ccc(Br)cc2)cnc1SCC(=O)Nc1cc(C)on1 do in these assays?
TEAD-YAP inh: 19; GPR151 activ: 0.3; FBW7 act: -0.6; MITF inh: 3

Results for Nn1c(SCC(=O)Nc2ccccc2C(F)(F)F)nncc1=O ?
TEAD-YAP inh: -2; GPR151 activ: -1.6; FBW7 act: -0.1; MITF inh: -4

What do the screens show for `O=C(c1cnccn1)N(Cc1cccs1)C1(C(=O)NC2CCCCC2)CCCCC1`?
TEAD-YAP inh: -4; GPR151 activ: -0.4; FBW7 act: 0.0; MITF inh: -8

Results for COC(=O)c1ccc(C2CC(=O)N3C(=C2C#N)SCC3(O)c2ccc(F)cc2)cc1 (stereo unspecified) ?
TEAD-YAP inh: -11; GPR151 activ: 0.3; FBW7 act: -0.1; MITF inh: -16

How did O=C(NC(=S)Nc1ccc(Cl)c(-c2nc3ncccc3o2)c1)c1cc2ccccc2o1 do in these assays?
TEAD-YAP inh: -6; GPR151 activ: 0.3; FBW7 act: 0.0; MITF inh: 2

Results for CC(=O)c1cccc(NC(=O)COC(=O)c2ccc(Cl)c(N)c2)c1 ?
TEAD-YAP inh: -3; GPR151 activ: -0.3; FBW7 act: -0.1; MITF inh: -3

What do the screens show for `Cc1cnc(-c2ccc(N3CCN(C)CC3)cc2)nc1NCCO`?
TEAD-YAP inh: 4; GPR151 activ: 2.5; FBW7 act: -0.1; MITF inh: 2

What do the screens show for `COc1ccc(C(C)=O)cc1COC(=O)c1cccc(Br)c1`?
TEAD-YAP inh: 6; GPR151 activ: 0.8; FBW7 act: 0.0; MITF inh: -7

What do the screens show for `NC(=O)CSc1nnc(NC(=O)c2ccc(Cl)cc2)s1`?
TEAD-YAP inh: -38; GPR151 activ: -1.4; FBW7 act: 0.9; MITF inh: 10

Results for O=C(Nc1cc(C(=O)N2CCN(c3ccccc3Cl)CC2)ccc1N1CC2CC(C1)c1cccc(=O)n1C2)c1cccnc1 (stereo unspecified) ?
TEAD-YAP inh: -10; GPR151 activ: -0.7; FBW7 act: -0.2; MITF inh: -6

Results for CC(C)CC1NC(=O)N(Cc2ccc(CN3C(=O)NC(CC(C)C)C3=O)cc2)C1=O (stereo unspecified) ?
TEAD-YAP inh: 1; GPR151 activ: -0.6; FBW7 act: 0.1; MITF inh: 1

Results for CC(C)c1ccc(-c2c(N3CCCCC3)c(=O)c2=O)cc1 ?
TEAD-YAP inh: -3; GPR151 activ: 1.3; FBW7 act: -0.2; MITF inh: -2

How did O=C(NCCO)/C(=C/c1ccc(O)cc1)NC(=O)c1ccccc1 do in these assays?
TEAD-YAP inh: 12; GPR151 activ: 0.5; FBW7 act: -0.3; MITF inh: -1

What do the screens show for `CCCCN(CCCC)Cc1c(C(=O)OCC)nnn1-c1nonc1N`?
TEAD-YAP inh: 5; GPR151 activ: 0.7; FBW7 act: 0.1; MITF inh: 11

What do the screens show for `Cc1cc(S(=O)(=O)NCc2ccccc2)ccc1Cl`?
TEAD-YAP inh: 1; GPR151 activ: -0.4; FBW7 act: 0.3; MITF inh: 0

What do the screens show for `COC(=O)C1=C(C)NC(SCC(=O)Nc2cccc(C)c2)=C(C#N)C1c1ccccc1F` (stereo unspecified)?
TEAD-YAP inh: -2; GPR151 activ: 0.0; FBW7 act: 1.1; MITF inh: 24

Results for OC1/C(=C/c2cccs2)Oc2ccccc21 (stereo unspecified) ?
TEAD-YAP inh: -2; GPR151 activ: -0.1; FBW7 act: 0.0; MITF inh: 13

What do the screens show for `COC(=O)Cn1c(SCc2ccccc2)nc2ccccc21`?
TEAD-YAP inh: -32; GPR151 activ: -0.5; FBW7 act: 0.0; MITF inh: 6

How did Cc1ccc(C#N)c(SCC(=O)c2ccc(Cl)cc2)n1 do in these assays?
TEAD-YAP inh: -37; GPR151 activ: 0.4; FBW7 act: 0.1; MITF inh: 0

Results for Cc1cc(-c2nnc(CCC(=O)NC3CCc4ccccc43)o2)no1 (stereo unspecified) ?
TEAD-YAP inh: -4; GPR151 activ: 0.6; FBW7 act: 0.1; MITF inh: 1

How did Cc1cc(C)c[n+](-c2[nH]c(=O)sc2/C=N/NC(N)=S)c1 do in these assays?
TEAD-YAP inh: 6; GPR151 activ: -1.1; FBW7 act: 0.1; MITF inh: 6

How did CCSc1nc2c(c(=O)[nH]1)C(c1ccncc1)C(C(=O)OC)=C(C)N2 (stereo unspecified) do in these assays?
TEAD-YAP inh: 0; GPR151 activ: 0.3; FBW7 act: 0.2; MITF inh: -2

How did COc1cccc(-c2noc(CN(C)S(=O)(=O)c3ccc(Cl)cc3)n2)c1 do in these assays?
TEAD-YAP inh: -2; GPR151 activ: -0.7; FBW7 act: 0.0; MITF inh: 6

Results for O=C(CN1N=NC2C(=O)N(c3ccccc3)C(=O)C21)Nc1ccc(Cl)cc1Cl (stereo unspecified) ?
TEAD-YAP inh: 16; GPR151 activ: 0.1; FBW7 act: 0.6; MITF inh: 18

What do the screens show for `COc1ccc(C)cc1-n1nnnc1SCC(=O)Nc1sc2c(c1C#N)CCC2`?
TEAD-YAP inh: -11; GPR151 activ: -0.8; FBW7 act: 0.2; MITF inh: 4

What do the screens show for `COc1ccc(C2(CNC(=O)Cc3ccccc3Cl)CCCC2)cc1`?
TEAD-YAP inh: 3; GPR151 activ: 3.0; FBW7 act: 0.7; MITF inh: 11

How did COc1cccc(CC(C2CCN(CCO)CC2)N(C)C(=O)C2CC2)c1 (stereo unspecified) do in these assays?
TEAD-YAP inh: -5; GPR151 activ: -1.2; FBW7 act: -0.1; MITF inh: 12

How did NS(=O)(=O)c1cc2c(cc1C(F)(F)F)NCNS2(=O)=O do in these assays?
TEAD-YAP inh: 4; GPR151 activ: 1.7&-0.3&-2.0; FBW7 act: 0.0&0.2&0.1; MITF inh: 30&24&21

Results for O=C(COc1ccccc1Cl)Nc1ccc2c(c1)C(=O)N(c1ccccc1)C2=O ?
TEAD-YAP inh: 4; GPR151 activ: 1.0; FBW7 act: -0.1; MITF inh: 4

How did CCCN(CCC)C(=O)Cc1ccc(F)cc1 do in these assays?
TEAD-YAP inh: 9; GPR151 activ: -0.7; FBW7 act: 0.0; MITF inh: -27

How did CC(=O)c1c(C(C)=O)c(C)n(C)c1C do in these assays?
TEAD-YAP inh: -6; GPR151 activ: -0.1; FBW7 act: -0.1; MITF inh: 7

Results for COc1ccc(-c2cc(C(F)(F)F)n3ncc(C(=O)Nc4ccc(C)cc4)c3n2)cc1OC ?
TEAD-YAP inh: -4; GPR151 activ: 4.2; FBW7 act: 0.1; MITF inh: -8

Results for O=C(Cn1ncn2cccc2c1=O)NCc1ccccc1F ?
TEAD-YAP inh: -53; GPR151 activ: -0.8; FBW7 act: -0.2; MITF inh: -4

What do the screens show for `Cc1cc2oc(C(=O)NCc3ccc(S(N)(=O)=O)cc3)c(C)c2cc1C`?
TEAD-YAP inh: 0; GPR151 activ: 3.1; FBW7 act: -0.1; MITF inh: 4

What do the screens show for `O=C(CSc1nc2ccc(N3C(=O)c4ccccc4C3=O)cc2s1)NCc1ccco1`?
TEAD-YAP inh: 6; GPR151 activ: -0.2; FBW7 act: 0.6; MITF inh: 1

Results for CCN(CC)C(=O)c1sc(=S)n(CCOc2ccccc2)c1C ?
TEAD-YAP inh: -38; GPR151 activ: -1.0; FBW7 act: -0.2; MITF inh: -2

What do the screens show for `CC(NC(=O)C(=O)NCc1ccc(Cl)cc1)c1ccccc1` (stereo unspecified)?
TEAD-YAP inh: -2; GPR151 activ: -0.1; FBW7 act: 0.1; MITF inh: 7
